# Bioassay records as filed in PubChem BioAssay.
# Cardio protect – myocardial damage modulation in H9c2 cells; H9c2 cardiomyocytes, H2O2 injury protection, ATPLite, 2 h; protection from H2O2 cell death, % at 20 µM; 360,000 tested, 0.63% active;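 active means compounds giving at least 50% protection of heart cells from peroxide-induced death in the single-dose screen, raw or plate-pattern-corrected value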;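 further: 0% = DMSO wells with peroxide and 100% = DMSO wells without peroxide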
# m5-HT2A agonist – mouse HTR2A agonism via beta-arrestin recruitment; P35363; CHO-K1 mHTR2A beta-arrestin complementation, luminescence; percent of 30 µM serotonin response; activation, % at 7.6 µM; 360,000 tested, 0.66% active;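 active means activation above a run cutoff, the mean activation of all tested compounds plus 3 SD, cut at about 14% in these data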;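 further: 0% = plate median of compound wells and 100% = 30 µM serotonin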
# Target sequence (P35363 whole entry, looked up): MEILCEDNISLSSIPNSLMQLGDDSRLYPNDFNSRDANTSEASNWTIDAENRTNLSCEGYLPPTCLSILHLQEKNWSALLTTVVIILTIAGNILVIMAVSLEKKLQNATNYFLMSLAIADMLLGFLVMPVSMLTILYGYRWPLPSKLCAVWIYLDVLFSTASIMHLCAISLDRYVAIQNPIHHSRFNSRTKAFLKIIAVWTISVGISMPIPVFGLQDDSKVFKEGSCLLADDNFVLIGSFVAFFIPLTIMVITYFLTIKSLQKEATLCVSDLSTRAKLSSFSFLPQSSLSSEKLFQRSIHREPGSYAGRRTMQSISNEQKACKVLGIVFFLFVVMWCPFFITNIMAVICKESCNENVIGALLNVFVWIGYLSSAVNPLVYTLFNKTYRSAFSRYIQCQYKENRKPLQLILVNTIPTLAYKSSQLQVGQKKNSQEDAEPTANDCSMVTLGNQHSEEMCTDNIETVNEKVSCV
# HIF-2a block – HIF-2a inhibition. 786-0 RCC cells HIF-2a reporter, luciferase luminescence, overnight. inhibition, % at 18.8 µM. 360,000 tested, 0.72% active. AID 624352;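 active means inhibition of the luminescence signal of 40% or more relative to plate controls, in a single-dose primary screen at 18.75 µM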
# NR2E3 ag-1 – human photoreceptor-specific nuclear receptor agonism. Q9Y5X4. CHO-S Gal4-NCOR/VP16-NR2E3 two-hybrid, luciferase. inhibition of corepressor binding, % at 3.98 µM. 360,000 tested, 0.35% active. AID 602229;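 active means inhibition above the mean of all tested compounds plus 3 SD, cut at about 70% in these data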;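 further: 0% = DMSO with NR2E3 transfected cells and 100% = cells lacking NR2E3 construct; higher means lower luciferase signal from less NR2E3 corepressor binding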
# CaV13 ICDI inh – Primary screen for inhibitors of IQ motif and Ca2+-dependent inactivation inhibitor domain binding in CACNA1D, Förster resonance energy transfer in living cells, …; inhibition, % at 12.3 µM; HEK cells, CFP/YFP FRET ICDI-IQ, plate reader, 10 min; percent FRET-ratio fall versus neutral wells; 340,000 tested, 0.098% active;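 active means mean replicate inhibition of at least 30% and at least 1% of replicates passing that level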;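 further: 0% = median of the neutral control wells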
# Shn3 inh set2 – reduces Shn3 3'UTR luciferase signal in osteoblasts; Clone20 osteoblast Shn3 3'UTR firefly luciferase, 24 h; 360,000 tested, 0.52% active; AID 588674; inhibition, % at 12.5 µM;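 active means mean inhibition of at least 75% with every replicate also reaching 75%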;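 further: 0% = median of neutral control wells and 100% = pilot-screen positive control compound; some compounds past the cut are filed as inactive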
# hiPSC survival – increases survival of single human iPS cells; hiPSC single-cell survival, ATPlite luminescence; 100% = ROCK inhibitor wells, 0% = DMSO; survival enhancement, % at 20 µM; 360,000 tested, 0.044% active; AID 602274; in the data active means survival enhancement above about 18%;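 further: cells exposed to compounds for 16 hours before the ATP read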
# NR2E3 ag-2 – NR2E3 (human) agonism; GST-NR2E3/biotin-RetCOR TR-FRET, 1536-well; inhibition of corepressor binding, % at 4.78 µM; 320,000 tested, 0.12% active; AID 2300;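 active means percent inhibition above the cutoff of mean plus 3 SD of all tested compounds, set per screening campaign, cut at about 20% in these data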;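 further: 0% = DMSO wells and 100% = biotin wells as full block of FRET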
#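 Test system: GST-NR2E3 and biotin-RetCOR proteins | Quantity: 1.35 nM GST-tagged NR2E3 final | Medium: Tris pH 7.5 | Also added: 7 nM biotin-RetCOR | Dosing: Compound at 4.8 µM, single dose | Timing: 5 h at 4 °C | Detection: Time-resolved FRET | Read-out basis: Percent inhibition | Benchmarks: Biotin wells as high control, 0.6% DMSO wells as low control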
# MITF TRPM1 inh – MITF TRPM1 promoter inhibition in SK-MEL-5 cells. SK-MEL-5 TRPM1 promoter luciferase, 24 h. inhibition, % at 12.5 µM. 330,000 tested, 0.83% active. AID 488899;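 active means mean inhibition across replicates of 60% or more, whatever share of single replicates reaches that level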; further: values of inactives mirror those of a sister screen read the other way
# Peg3 prom inh – inhibitors of Peg3 promoter | 360,000 tested, 1.7% active | inhibition, % at 20 µM | AID 588405 | HeLa PEG-Prom luciferase reporter, luminescence, overnight;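 active means inhibition of at least 50% at 20 µM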
# PDI inh – blocks human protein disulfide isomerase activity | PDI insulin aggregation turbidity, A650, 90 min | AID 588391 | inhibition, % at 10 µM | 350,000 tested, 0.052% active;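 active means mean inhibition across replicates of 30% or more, whatever share of single replicates reach that level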;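 further: absorbance from insulin aggregation driven by PDI reduction with DTT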
# Target sequence (P07237 whole entry, looked up): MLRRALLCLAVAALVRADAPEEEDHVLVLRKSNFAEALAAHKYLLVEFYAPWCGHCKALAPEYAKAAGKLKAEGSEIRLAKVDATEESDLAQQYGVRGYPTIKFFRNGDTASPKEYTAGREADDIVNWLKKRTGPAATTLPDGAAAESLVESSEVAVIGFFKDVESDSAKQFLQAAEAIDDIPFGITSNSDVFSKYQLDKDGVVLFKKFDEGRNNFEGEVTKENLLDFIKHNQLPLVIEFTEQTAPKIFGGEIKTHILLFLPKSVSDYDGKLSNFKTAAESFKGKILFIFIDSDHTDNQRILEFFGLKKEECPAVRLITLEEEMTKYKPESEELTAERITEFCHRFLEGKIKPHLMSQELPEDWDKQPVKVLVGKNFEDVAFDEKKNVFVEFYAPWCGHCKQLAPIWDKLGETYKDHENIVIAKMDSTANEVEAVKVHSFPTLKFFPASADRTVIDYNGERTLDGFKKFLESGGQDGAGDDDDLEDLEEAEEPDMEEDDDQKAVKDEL
# An asterisk follows results filed as active; . = not tested or not shown.
# The line under a structure holds: NR2E3 ag-1 | CaV13 ICDI inh | m5-HT2A agonist | Shn3 inh set2 | NR2E3 ag-2 | HIF-2a block | hiPSC survival | Peg3 prom inh | MITF TRPM1 inh | Cardio protect | PDI inh
1	N#Cc1cccc(NC(=O)Cn2cnc(S(=O)(=O)N3CCCC3)c2)c1
  -14 | -5 | 6 | -10 | 1 | 4 | -0.5 | 5 | 4 | 1 | -11
2	Cc1ccc(S(=O)(=O)N2CCOCC2)cc1NC(=O)COC(=O)c1n[nH]c(=O)c2ccccc12
  8 | -2 | -2 | 4 | -3 | 7 | 1.3 | 8 | 7 | 9 | 1
3	COc1ccc(NS(=O)(=O)c2cc(NC(=O)CCNC(=O)c3ccco3)ccc2OC)cc1
  29 | -13 | -2 | -1 | . | 5 | 1.9 | -1 | -6 | -2 | 6
4	COc1ccc(S(=O)(=O)N2CC(O)C[C@H]2C(=O)OCC(=O)N2CCCCCC2)cc1 (stereo not given in full)
  17 | -2 | 7 | 7 | -1 | 4 | -0.3 | 1 | 4 | -1 | -9
5	Cc1ccc(NC(=O)COC(=O)Cc2c[nH]c3ccccc23)cc1C
  21 | -2 | -2 | -12 | 2 | 11 | -2.7 | 5 | 3 | 2 | 0
6	Cn1c(CCN2CCCCC2)nc2cc(NC(=O)COc3ccccc3)ccc21
  -16 | -7 | -6 | -40 | -1 | -15 | -0.5 | 1 | -7 | 4 | 10
7	CCOC(=O)c1cnn(-c2cc(Oc3ccccc3C)ncn2)c1N
  -6 | -5 | 11 | -44 | 7 | -64 | 8.2 | -71 | -22 | 35 | -10
8	CNS(=O)(=O)c1cccc(C(=O)OCC(=O)Nc2ccc(N3CCCCC3)cc2)c1
  -14 | -5 | -3 | -18 | -1 | -55 | 0.4 | -30 | -7 | -11 | 2
9	N#Cc1ccccc1NC(=O)CSc1n[nH]c(=O)n1C1CC1
  10 | -6 | 13 | -22 | . | 17 | -1.9 | 12 | 0 | 1 | -6
10	O=C(CNS(=O)(=O)c1ccccc1)NCC(=O)OCc1ccccc1F
  -14 | -5 | 4 | -13 | -1 | 8 | -0.3 | 14 | 12 | 4 | 5

# Sorted by value in PDI inh (falling): three from the list above.
no.	mol	NR2E3 ag-1	CaV13 ICDI inh	m5-HT2A agonist	Shn3 inh set2	NR2E3 ag-2	HIF-2a block	Peg3 prom inh	MITF TRPM1 inh	PDI inh
6	Cn1c(CCN2CCCCC2)nc2cc(NC(=O)COc3ccccc3)ccc21	-16	-7	-6	-40	-1	-15	1	-7	10
10	O=C(CNS(=O)(=O)c1ccccc1)NCC(=O)OCc1ccccc1F	-14	-5	4	-13	-1	8	14	12	5
1	N#Cc1cccc(NC(=O)Cn2cnc(S(=O)(=O)N3CCCC3)c2)c1	-14	-5	6	-10	1	4	5	4	-11

# (next part)
# The line under a structure holds: NR2E3 ag-1 | CaV13 ICDI inh | m5-HT2A agonist | Shn3 inh set2 | NR2E3 ag-2 | HIF-2a block | hiPSC survival | Peg3 prom inh | MITF TRPM1 inh | Cardio protect | PDI inh
11	O=C1C2C3C=CC(C3)C2C(=O)N1CCCCN1C(=O)C2C3C=CC(C3)C2C1=O (stereo not given)
  9 | . | -3 | -9 | 3 | -1 | 7.3 | -5 | -3 | 14 | -4
12	COC(=O)C1=C(C)OC(N)=C(C#N)C1c1ccco1 (stereo not given)
  -10 | -4 | 0 | -4 | 0 | 15 | 0.1 | -7 | 3 | 13 | 1
13	COC(=O)c1c(NC(=O)CSc2nnc(CNc3ccc(Cl)cc3)o2)sc(C)c1C
  -19 | . | -2 | -2 | 5 | 7 | 0.4 | 19 | 17 | -3 | -4
14	CCCNC(=S)N(Cc1ccccc1)Cc1nc2ccccc2c(=O)[nH]1
  -33 | -7 | -2 | 9 | 0 | 19 | 0.1 | 28 | 12 | 1 | -4
15	CCOC(=O)c1cc2c(=O)n3cccc(C)c3nc2n(CC(C)C)c1=NC(=O)c1ccco1
  4 | 44* | -5 | 6 | 3 | 9 | 1.0 | 2 | -6 | 5 | -4
16	CC(C)n1nnnc1SCC(=O)N(C)C1CCS(=O)(=O)C1 (stereo not given)
  8 | -6 | -1 | 11 | . | 10 | 8.2 | 17 | 7 | 0 | -2
17	Cc1ccc(SCC(=O)c2ccc(CC(=O)O)s2)cc1
  -35 | -5 | -2 | -8 | -4 | -7 | 0.2 | -18 | . | 4 | 0
18	Cc1ccc2nc3c(cc(C(=O)NCCCn4ccnc4)n3C)c(=O)n2c1
  -12 | -5 | 1 | -13 | 3 | -28 | -3.7 | -16 | -30 | -1 | -4
19	O=C(Cn1nnc(-c2ccc(Cl)cc2)n1)NC1CCS(=O)(=O)C1 (stereo not given)
  -9 | -2 | 5 | -9 | 0 | 3 | 0.0 | 10 | 5 | 7 | 2
20	CCOC(=O)C1=C(N)Oc2cc(O)ccc2C1c1cccc([N+](=O)[O-])c1 (stereo not given)
  6 | -4 | 3 | 3 | 3 | 10 | 2.1 | 26 | 15 | -7 | 14

# By substructure: those above containing a Cl atom
# The line under a structure holds: NR2E3 ag-1 | CaV13 ICDI inh | m5-HT2A agonist | Shn3 inh set2 | NR2E3 ag-2 | HIF-2a block | hiPSC survival | Peg3 prom inh | MITF TRPM1 inh | Cardio protect | PDI inh
13	COC(=O)c1c(NC(=O)CSc2nnc(CNc3ccc(Cl)cc3)o2)sc(C)c1C
  -19 | . | -2 | -2 | 5 | 7 | 0.4 | 19 | 17 | -3 | -4
19	O=C(Cn1nnc(-c2ccc(Cl)cc2)n1)NC1CCS(=O)(=O)C1 (stereo not given)
  -9 | -2 | 5 | -9 | 0 | 3 | 0.0 | 10 | 5 | 7 | 2

# (cont.)
# The line under a structure holds: NR2E3 ag-1 | CaV13 ICDI inh | m5-HT2A agonist | Shn3 inh set2 | NR2E3 ag-2 | HIF-2a block | hiPSC survival | Peg3 prom inh | MITF TRPM1 inh | Cardio protect | PDI inh
21	CC(=O)Nc1ccc(S(=O)(=O)N2c3ccccc3NC(=O)CC2C)c(Cl)c1 (stereo not given)
  -15 | -5 | 17* | -2 | 2 | 21 | 0.1 | 14 | 9 | 0 | -5
22	Cc1ccc(Oc2nc(-c3ccccn3)nc3ccccc23)cc1
  -3 | -5 | 4 | -13 | 2 | -36 | -0.5 | -8 | . | -4 | 1
23	Cc1ccc(-c2nc(N)n(S(=O)(=O)c3ccc(C)cc3)n2)cc1
  -9 | 3 | -2 | 11 | 3 | 9 | -1.3 | 0 | -11 | 2 | 0
24	O=c1cc(CN2CCN(S(=O)(=O)c3cccc(Cl)c3)CC2)c2ccc(O)cc2o1
  5 | -11 | 0 | 7 | . | 4 | 0.7 | 29 | 8 | 54* | 13
25	CCc1cc(=O)oc2c(C)c(OS(C)(=O)=O)ccc12
  -8 | . | -2 | . | 3 | -12 | -2.1 | 5 | 19 | 5 | -45
26	O=C(c1cccs1)c1cn(CC(=O)N2CCc3ccccc3C2)c2ccccc12
  -15 | -5 | 1 | 35 | -1 | -1 | 0.7 | 11 | -1 | -3 | 3
27	O=C(CCNS(=O)(=O)c1ccccc1C(F)(F)F)N1CCN(C(c2ccccc2)c2ccccc2)CC1
  -2 | . | 1 | 14 | 2 | 15 | 0.2 | 28 | -4 | -3 | -7
28	c1ccc(Cn2nnnc2C(c2cccs2)N2CCOCC2)cc1 (stereo not given)
  -8 | . | 5 | -6 | 0 | 11 | 6.0 | 16 | 12 | 3 | 11
29	Cc1ccc(S(=O)(=O)N2CCCC(C(=O)N(Cc3cccs3)C3CC3)C2)cc1 (stereo not given)
  -1 | -2 | -5 | 7 | 4 | 5 | 0.0 | 23 | 15 | -9 | 4
30	O=C(CC12CC3CC(CC(Br)(C3)C1)C2)Nc1nncs1
  2 | -2 | -2 | -6 | -4 | 10 | 0.7 | -2 | 2 | 4 | 13
31	O=C1/C(=C/C=C/c2ccco2)SC(=S)N1NS(=O)(=O)c1ccccc1
  -15 | -2 | 1 | -11 | 17 | 19 | -0.1 | -3 | 5 | 3 | -1
32	CCCCN(C(=O)CC(c1ccccc1)c1ccccc1)c1c(N)n(CCC)c(=O)[nH]c1=O
  -14 | -2 | 5 | 14 | 1 | 28 | -0.1 | 13 | -7 | 4 | 6
33	CCn1c(C)[n+](Cc2ccccc2)c2ccc(Cl)cc21
  5 | -3 | 0 | -3 | 0 | 9 | -0.8 | 16 | -2 | -6 | -6
34	CN1CCC(=NNC(=O)c2ccc(N(Cc3ccc(Cl)cc3)S(C)(=O)=O)cc2)CC1
  3 | -3 | 3 | -17 | 1 | 20 | 1.5 | 7 | -3 | 13 | -33
35	Cc1nn(CCCC(=O)Nc2sc3c(c2C#N)CCC3)c(C)c1[N+](=O)[O-]
  24 | -8 | -2 | 10 | 3 | -10 | -0.3 | 13 | -14 | 3 | 2
36	O=C(O)c1cc(=O)cc(C(=O)O)[nH]1
  19 | -8 | 4 | -17 | -1 | 2 | -1.1 | 16 | 2 | -2 | -8
37	Nc1ccn(C2CCCCO2)c(=O)n1 (stereo not given)
  -37 | -5 | 10 | -15 | . | 7 | 1.1 | 39 | -13 | 1 | 11
38	COCCCn1nnnc1SCC(=O)N1c2ccccc2CC1C (stereo not given)
  -5 | -5 | -4 | 0 | 3 | 14 | 0.2 | 8 | -1 | 1 | -14
39	CCOC(=O)CC1C(=O)NCCN1S(=O)(=O)c1ccc(NC(C)=O)cc1 (stereo not given)
  -4 | . | 8 | -5 | 2 | 12 | -0.4 | 22 | -1 | -2 | 15

# Profiles from above.
# Shown for Cc1nn(CCCC(=O)Nc2sc3c(c2C#N)CCC3)c(C)c1[N+](=O)[O-] = NR2E3 ag-1 = 24; CaV13 ICDI inh = -8; m5-HT2A agonist = -2; Shn3 inh set2 = 10; NR2E3 ag-2 = 3; HIF-2a block = -10; hiPSC survival = -0.3; Peg3 prom inh = 13; MITF TRPM1 inh = -14; Cardio protect = 3; PDI inh = 2
# Shown for CCOC(=O)CC1C(=O)NCCN1S(=O)(=O)c1ccc(NC(C)=O)cc1 (stereo not given) = NR2E3 ag-1 = -4; CaV13 ICDI inh = .; m5-HT2A agonist = 8; Shn3 inh set2 = -5; NR2E3 ag-2 = 2; HIF-2a block = 12; hiPSC survival = -0.4; Peg3 prom inh = 22; MITF TRPM1 inh = -1; Cardio protect = -2; PDI inh = 15
